PGC1a acetyl inh: lowers PGC1a acetylation signal in U2OS cells | AlphaScreen anti-acetyl-lysine; with virally co-expressed GCN5 acetyltransferase | inhibition, % at 15.6 µM | hit rate 0.17% among 350,000;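 active = every replicate shows inhibition of at least 40%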;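 also: 0% = neutral control wells and 100% = positive control wells; some results beyond the cut were filed as inactive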
Statin myotox sup: suppressors of simvastatin-induced myotoxicity in C2C12 myotubes; ATP luminescence, 48 h; scaled: DMSO 0, geranylgeraniol control 100; rescue of ATP level, % at 7.49 µM; hit rate 0.78% among 330,000; AID 602340;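 active = mean ATP rescue above about 67%, or every replicate alone reaching that limit, limit read from the data, passing the limit was not always enough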;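 also: myotubes were challenged with 10 µM simvastatin during compound exposure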
LGR2 antag: inhibitors of bursicon-induced Drosophila LGR2 receptor cAMP signaling | HEK293 LGR2, CRE-luciferase, bursicon-stimulated, 4 h | inhibition, % at 9.99 µM | hit rate 0.35% among 380,000;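 active = drop in luminescence signal, shown as inhibition above about 50% in the replicate tests, limit read from the data, passing the limit was not always enough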;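 also: agonist challenge used bursicon conditioned medium at about half maximal strength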
SIRT5 block: blocks human SIRT5 desuccinylation of peptide; Q9NXA8; Purified SirT5, succinyl-peptide AMC, trypsin-coupled fluorescence; inhibition, % at 15 µM; hit rate 1.1% among 330,000; AID 652115; in the data active = inhibition above about 15%
XiGFP reactiv: activators of X-chromosome reactivation in mouse fibroblasts; XiGFP mouse fibroblasts, % GFP-positive cells imaging, 3 d; cells co-treated with 5-aza-dC sensitizer; scaled so ellipticine positive control = 100%; hit rate 0.055% among 360,000; activation, % at 7.58 µM; AID 743238;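 active = mean normalized replicate activation at least 10% and every replicate at or above 10%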;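 also: 0% = median of on-plate neutral control wells and 100% = ellipticine 6 µM median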
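Assay system: SV40-immortalized XiGFP fibroblast cells, line 68-5-11; buffer or medium: DMEM plus 5-aza-dC sensitizer; compound: one concentration, pinned; timing: compounds 3 days, fix/stain 15 min at room temperature; benchmarks: positive control ellipticine, 6 µM final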
S100A4 MyoIIA: inhibitors of human S100A4 binding to myosin IIA peptide; P26447; hit rate 0.14% among 360,000; S100A4/TAMRA-MyoIIA peptide fluorescence polarization; inhibition, % at 10.7 µM;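 active = mean inhibition of at least 70% across replicates, with every replicate also reaching that level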
Target sequence (P26447 whole entry, looked up): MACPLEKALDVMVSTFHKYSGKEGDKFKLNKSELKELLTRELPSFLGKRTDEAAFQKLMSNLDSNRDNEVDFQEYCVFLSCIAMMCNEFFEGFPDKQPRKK
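System – human S100A4 monomer protein, biochemical binding assay · Buffer or medium – Calcium-containing HEPES buffer, pH 7.2 · Timing – 5 min between mix addition and reading · Also added – TAMRA-labelled myosin IIA heavy-chain peptide probe, 5 nM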
Cneo AK release: causes C. neoformans cell lysis; adenylate kinase release luminescence, 4 h; normalised: neutral wells 0, clomiphene wells 100; hit rate 0.2% among 360,000; lysis activity, % at 15 µM;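 active = mean lysis activity across replicates of at least 80%, whatever share of replicates individually reach that level; inactive = mean lysis activity below 80%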
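Test system: log-phase Cryptococcus neoformans yeast cells; Quantity: yeast cell density of 5 × 10^6 cells/mL; Buffer or medium: YPD; Doses: single compound concentration per well; Timing: 4 h at 37 °C static, read 1 h later; Measured by: AK luminescence; Read-out basis: lysis from increased AK signal; Control set: Clomiphene as positive control.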
ERAP1 inh: blocks human ERAP1 aminopeptidase activity. Q9NZ08. recombinant ERAP1, Leu-AMC fluorescence, 60 min. inhibition, % at 10.7 µM. hit rate 0.15% among 340,000;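 active = mean replicate inhibition of at least 30%, or all replicates individually reaching that 30% level; inactive = mean below 30% and not every replicate reaching it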;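 also: 0% = neutral control wells and 100% = L-leucinethiol positive control wells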
Target sequence (Q9NZ08 whole entry, looked up): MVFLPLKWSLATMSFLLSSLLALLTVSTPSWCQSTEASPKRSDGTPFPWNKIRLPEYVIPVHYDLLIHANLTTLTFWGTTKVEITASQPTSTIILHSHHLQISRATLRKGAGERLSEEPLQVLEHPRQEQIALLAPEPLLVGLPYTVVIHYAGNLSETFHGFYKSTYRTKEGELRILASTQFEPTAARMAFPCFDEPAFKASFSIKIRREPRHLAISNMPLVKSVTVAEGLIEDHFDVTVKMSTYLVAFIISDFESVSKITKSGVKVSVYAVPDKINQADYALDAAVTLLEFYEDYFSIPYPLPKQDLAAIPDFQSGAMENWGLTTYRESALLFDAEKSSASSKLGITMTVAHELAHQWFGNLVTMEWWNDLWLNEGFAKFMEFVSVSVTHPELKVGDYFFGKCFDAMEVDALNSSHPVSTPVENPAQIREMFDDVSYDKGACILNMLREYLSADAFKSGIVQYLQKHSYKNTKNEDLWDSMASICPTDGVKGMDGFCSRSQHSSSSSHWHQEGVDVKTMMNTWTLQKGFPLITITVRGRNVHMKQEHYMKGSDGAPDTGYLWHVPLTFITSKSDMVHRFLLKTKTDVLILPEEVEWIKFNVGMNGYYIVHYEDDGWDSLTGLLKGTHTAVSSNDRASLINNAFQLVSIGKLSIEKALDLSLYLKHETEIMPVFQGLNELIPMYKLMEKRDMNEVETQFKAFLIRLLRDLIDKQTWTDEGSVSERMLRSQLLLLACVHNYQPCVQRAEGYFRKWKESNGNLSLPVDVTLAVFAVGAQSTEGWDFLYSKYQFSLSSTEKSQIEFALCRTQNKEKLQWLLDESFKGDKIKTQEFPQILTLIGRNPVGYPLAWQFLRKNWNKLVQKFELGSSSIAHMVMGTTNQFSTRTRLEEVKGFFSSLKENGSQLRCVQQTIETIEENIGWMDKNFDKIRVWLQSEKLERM
* marks the source's active call; other numbers are inactive results; x = not tested or not shown; & = joins results of further samples. These rows are one share of the data; count on the stated rates, not on these rows.

SMILES	PGC1a acetyl inh	Statin myotox sup	LGR2 antag	SIRT5 block	XiGFP reactiv	S100A4 MyoIIA	Cneo AK release	ERAP1 inh
CCCc1c(-c2ccc(Cl)cc2)ncn1CCc1ccccc1OC	x	x	35	-6	0.4	6	x	-3
COc1cc(/C=N/NC(=O)c2ccncc2)ccc1Oc1ccc([N+](=O)[O-])cn1	6	3	-16	-1	0.0	-5	-2	2
CCS(=O)(=O)N1[C@H](C#N)[C@@H](c2ccc(C#CC(C)C)cc2)[C@H]1CO	-4	-9	-6	-3	0.2	7	-3	1
O=C(NCCCN1CCOCC1)c1ccc(NS(=O)(=O)c2cccc([N+](=O)[O-])c2)cc1	8	x	6	0	-0.1	-5	0	2
Cc1c(NC(=O)c2ccccc2NC(=O)c2ccccc2)cccc1C(=O)O	-11	-6	-11	1	0.1	3	0	-9
CCCNC(=O)C[C@@H]1CC[C@@H]2[C@H](COC[C@@H](O)CN2Cc2cccc(F)c2)O1	0	4	-1	-1	0.1	11	-1	1
Cc1ccc(NC(=O)CC2Oc3ccc(C)cc3NC2=O)cc1 (centres undefined)	0	2	-5	x	0.2	1	2	x
Cc1cc(C)c(N2CCN(S(=O)(=O)N3CCCCCC3)CC2)c(C)c1	33	-30	9	x	x	x	2	x
CCOc1ccc(C(=O)CCCC(=O)c2ccc(OCC)cc2)cc1	x	-6	11	-5	0.0	-4	-1	-5
C/C(=N\n1c(C)nc2ccccc2c1=O)c1ccc(C)o1	x	0	3	-2	-0.1	3	x	x
C=CCN=C1NC(c2ccccc2C(F)(F)F)C(C(=O)OC)=C(C)N1Cc1ccc(C(F)(F)F)cc1 (centres undefined)	x	x	12	1	0.2	-3	x	3
CCc1cccc(Nc2cc(C)nc3ncnn23)c1	x	-2	-8	x	0.3	-1	2	x
CCC(c1nnnn1-c1c(C)cccc1C)N1CCN(CCN2CCOCC2)CC1 (centres undefined)	x	x	-13	1	0.0	-10	x	-1
O=C1/C(=C/c2ccc(Br)cc2)Oc2cc(O)ccc21	x	-2	-27	-1	0.1	1	x	-3
CC(=O)Nc1ccc(SCC(=O)OCC(=O)NC(=O)NC2CCCC2)cc1	10	x	4	9	0.0	1	x	-3

5 compounds drawn at random from those above, as already listed:
SMILES	PGC1a acetyl inh	Statin myotox sup	LGR2 antag	SIRT5 block	XiGFP reactiv	S100A4 MyoIIA	Cneo AK release	ERAP1 inh
Cc1ccc(NC(=O)CC2Oc3ccc(C)cc3NC2=O)cc1 (centres undefined)	0	2	-5	x	0.2	1	2	x
CCCNC(=O)C[C@@H]1CC[C@@H]2[C@H](COC[C@@H](O)CN2Cc2cccc(F)c2)O1	0	4	-1	-1	0.1	11	-1	1
O=C1/C(=C/c2ccc(Br)cc2)Oc2cc(O)ccc21	x	-2	-27	-1	0.1	1	x	-3
CCCc1c(-c2ccc(Cl)cc2)ncn1CCc1ccccc1OC	x	x	35	-6	0.4	6	x	-3
Cc1cc(C)c(N2CCN(S(=O)(=O)N3CCCCCC3)CC2)c(C)c1	33	-30	9	x	x	x	2	x

Continuation:
SMILES	PGC1a acetyl inh	Statin myotox sup	LGR2 antag	SIRT5 block	XiGFP reactiv	S100A4 MyoIIA	Cneo AK release	ERAP1 inh
COc1ccc(N2CCN(C(c3cccs3)C(C)NC(=O)C(=O)N3CCCC3)CC2)cc1 (centres undefined)	3	13	1	-3	0.0	-7	-5	-2
N=c1sccn1CC(=O)Nc1ccccc1Sc1ccccc1	73*	-5	9	-1	0.3	-1	x	-2
CCCCOc1ccc(C(=O)Nc2ccc(CN3CCOCC3)cc2)cc1	3	9	-2	29*	0.0	9	0	0
CCc1nnc(NS(=O)(=O)c2ccc(NC(=O)COc3ccc(Cl)c(C)c3)cc2)s1	6	x	18	-2	0.0	1	x	-6
Cc1cc(C)c2c(n1)SCC(=O)N2CC(=O)Nc1ccc(F)cc1	x	-4	3	x	0.3	2	2	x
COc1cc(-c2csc(N3CCOCC3)n2)cc(OC)c1OC	2	-6	-11	x	x	x	-2	x
C=CCOc1ccc(C2NC(=S)NC(c3ccccc3)=C2C(C)=O)cc1OC (centres undefined)	7	x	-6	-2	0.0	-5	x	-1
COCCNC(=O)c1ccc2c(c1)S(=O)(=O)c1cc(Cl)ccc1C2=O	x	-12	-36	0	-0.1	-6	-1	0
CCc1noc(C)c1C(=O)N1CCN(S(=O)(=O)c2c(C)cc(C)cc2C)CC1	-6	-7	-8	2	0.0	1	-3	0
Cc1onc(-c2ccccc2)c1C(=O)N1CCN(C/C=C/c2ccccc2)CC1	-1	13	4	-1	0.0	0	-1	2
CC(C)C[C@H](N)c1cn([C@@H](Cc2ccc(O)cc2)C(=O)N2CCNCC2)nn1	5	0	-2	x	0.0	-3	2	-1
CCC(=O)N1CC[C@@H]2[C@H]1c1cc(-c3cccc(OC)c3)ccc1N(C)[C@H]2CO	-10	-1	1	x	0.0	x	8	x
COCCN(Cc1cc2ccc(C)cc2n2nnnc12)Cc1nnnn1C(C)(C)C	-16	16	32	x	x	x	-2	x
Cc1ccccc1Cn1c2ccccc2c2cnn(CC(=O)N3CCN(c4ccccc4)CC3)c(=O)c21	-7	21	-18	x	0.0	-3	1	x
O=C(NNS(=O)(=O)c1ccccc1F)c1cccc(S(=O)(=O)N2CCOCC2)c1	5	-10	-19	x	0.1	x	-1	x
CC(=O)N1CCN(c2ccc(NC(=O)c3ccccc3Cl)cc2)CC1	x	-9	4	0	0.0	-7	0	-2
CCc1ccc(CN2CCN(c3ncccn3)CC2)cc1	-10	-9	-24	3	0.1	0	0	-2
C=CCOc1ccc(Br)cc1/C=C1\NC(=S)N(C(C)=O)C1=O	9	-23	10	1	0.2	1	-2	8
COC(=O)c1ccc(CNC(=O)c2ccc(S(=O)(=O)N3CCCC(C)C3)cc2)cc1 (centres undefined)	-6	4	7	-2	0.1	-3	-1	2
COC(=O)C1C2C=CC3(CN(C(C)C)C(=O)C13)O2 (centres undefined)	x	6	-2	x	0.4	-2	-3	x
COc1ccccc1NC(=O)N1C[C@@H]2N[C@H](C1)C2c1ccc(-c2ccccc2)cc1 (some centres undefined)	7&-2	x	6&-11	13&-1	0.0&0.0	1&-15	x	-1&0
c1ccc2sc(-c3ccncc3)nc2c1	x	x	-55	-1	0.2	-2	x	-2
COc1ccc(-n2c(=O)c3ccccc3n(CC(=O)Nc3cccc(OC)c3)c2=O)cc1	13	x	0	0	-0.1	3	x	1
COc1cccc(/C=N/NC(=O)CCn2cnc3ccccc32)c1	1	x	-1	-3	0.5	0	-2	3
COc1ccc(OC)c(NC(=O)CSc2nc(O)cc(=O)n2CC(C)C)c1	0	2	-27	3	0.0	18	0	2
CC1=C(C(=O)N(C(C)C)C(C)C)CC(CC(=O)NCc2cccc3ccccc23)C(=O)N1Cc1ccc(C(C)(C)C)cc1 (centres undefined)	1	6	6	x	0.0	31	6	x
COCCNC(=O)C[C@@H]1CC[C@H]2[C@@H](COc3ccc(NC(=O)Nc4ccccc4)cc3C(=O)N2C)O1	0	13	10	-5	0.2	5	-2	0
COc1ccc(C(=O)C[N+]2(C)CCOCC2)cc1	x	x	7	-2	x	0	x	3
O=C(CCN1CCN(c2ccccc2)CC1)Nc1cccc(Br)c1	1	-16	5	1	0.6	-5	2	2
O=C(Cc1ccccc1)N1CCCC(c2nc(-c3ccc(S(=O)(=O)N4CCCC4)cc3)no2)C1 (centres undefined)	2	-13	8	-3	x	-1	-2	4
O=C(c1ccccc1F)N1CCN(C(=O)C2CC2)CC1	x	-3	11	-2	0.0	0	5	-3
CO[C@H]1CN(C)C(=O)c2ccc(NC(=O)c3cnccn3)cc2OC[C@@H](C)N(CC2CC2)C[C@@H]1C	7	x	2	10	-0.1	-2	x	2
COc1ccc(CN(C)C[C@@H]2OCCCC[C@@H](C)Oc3ccc(NC(=O)NC4CCCCC4)cc3C(=O)N([C@H](C)CO)C[C@H]2C)cc1	-1	x	9	1	0.2	2	1	-1
C[C@@H]1CN([C@H](C)CO)C(=O)c2cc(NC(=O)Nc3ccc(F)cc3)ccc2O[C@@H]1CN(C)Cc1ccc(Oc2ccccc2)cc1	-9	x	9	12	0.0	2	2	-1
O=C(NCc1ccco1)C1CCN(C(=O)c2ccc(Cl)cc2Cl)CC1	-6	-6	12	-8	0.1	-4	5	-3
CC(C)(C)[C@H]1C=C(C(=O)NCc2ccccc2)O[C@@H](OCc2ccc(CO)cc2)C1	-2	-15	0	0&3	0.3	-30&-1	9&2	1&-1
COCC(=O)N1CC2(CN(Cc3ccc(Cl)cc3)C2)c2c([nH]c3cc(OC)ccc23)[C@@H]1CO	-5	x	-36	-1	0.0	-12	x	x
Cc1noc(C)c1NC(=O)N(C)C[C@H]1Oc2ccc(NC(=O)Cc3ccccc3)cc2C(=O)N([C@H](C)CO)C[C@@H]1C	6&-4	-8&5	17&6	-4&-4	0.0&0.0	22&-3	46&-1	-1&-3
O=C(O)Cc1ccc(NC(=O)c2cccc(NC(=O)c3ccco3)c2)cc1	0	x	6	6	0.0	0	x	1
Nc1ccc(S(=O)(=O)Nc2nccc(/C=C/c3ccc(Cl)cc3)n2)cc1	2	x	-4	1	x	-6	0	0
Cc1ccc(NC(=O)CSc2nnc(CN3CCOCC3)n2C)cc1C	-6	5	3	x	0.0	x	x	x
O=c1c(O)c(-c2ccc(O)c(O)c2)oc2cc(O)ccc12	7	-10	-11	2	x	-6	-2	4
Cn1c(C(=O)NC2CCCCCC2)cc2c(=O)n(C)c3ccccc3c21	-1	-42	-14	x	0.3	3	-1	-2
COC(=O)CCN(Cc1cc(OC)ccc1OC)S(=O)(=O)c1ccccc1Br	8	-1	4	-5	-0.1	-4	2	-5
CN(C(=O)c1ccc(NC(=O)Cc2ccc(NC(=O)C3CCN(C(=O)CCc4ccccc4)CC3)cc2)cc1)C1CCCC1	x	7	5	-1	0.0	-26	3	x
CCN(C[C@@H]1[C@@H](c2ccccc2)[C@H](CO)N1C(C)=O)C(=O)NC(C)C	5	-6	-11	5	0.0	0	-4	2
C[C@H]1CN([C@@H](C)CO)C(=O)Cc2cc(NC(=O)Cn3cnnn3)ccc2O[C@@H]1CN(C)Cc1ccncc1	2	4	2	1	0.0	-1	0	1
O=C(NCC1CC1)NC(=O)c1c(F)cccc1Cl	x	9	-24	1	0.2	-3	0	-1
COc1ccc(NC(=O)N(C)C[C@H]2OCCCC[C@H](C)Oc3ccc(NC(=O)Nc4ccc(F)cc4)cc3C(=O)N([C@@H](C)CO)C[C@H]2C)cc1	-1	x	19	3	0.1	-4	-2	-1
Cc1cc(C)c2c(ccc3ccccc32)n1	x	x	-20	x	0.1	4	x	-2
O=C(C[C@H]1C=C[C@H](NC(=O)Nc2cc(F)ccc2F)[C@@H](CO)O1)NCc1ccc2c(c1)OCO2	0	7	-3	1	0.1	3	0	-3
CCOC(=O)N1CCN(C(=O)c2ccccc2SCC(=O)NCC2CCCCC2)CC1	x	x	7	-4	0.1	0	x	3
Cn1c(-c2cccc(Br)c2)n[nH]c1=O	-6	x	10	-5	0.0	-5	x	-1
C[C@H]1CN([C@@H](C)CO)C(=O)Cc2cc(NC(=O)Cc3ccccc3)ccc2O[C@@H]1CN(C)C	0	-6	14	-2	-0.1	18	-1	-1
O=C(CO)N/N=C/c1ccccc1F	-8	10	-5	0	x	3	-1	8
O=C(Nc1cc(F)ccc1F)N[C@@H]1CC[C@@H](CCn2cc(C3CC3)nn2)O[C@@H]1CO	6	5	0	2	-0.6	1	3	1
